# PLAP act – activators of human placental alkaline phosphatase; P05187; purified PLAP enzyme, luminescent substrate read-out; active compounds read high; activation fold at 20 µM; hit rate 1.2% among 96,000; AID 696; in the data active = activation fold above about 2
# Target sequence (P05187 whole entry, looked up): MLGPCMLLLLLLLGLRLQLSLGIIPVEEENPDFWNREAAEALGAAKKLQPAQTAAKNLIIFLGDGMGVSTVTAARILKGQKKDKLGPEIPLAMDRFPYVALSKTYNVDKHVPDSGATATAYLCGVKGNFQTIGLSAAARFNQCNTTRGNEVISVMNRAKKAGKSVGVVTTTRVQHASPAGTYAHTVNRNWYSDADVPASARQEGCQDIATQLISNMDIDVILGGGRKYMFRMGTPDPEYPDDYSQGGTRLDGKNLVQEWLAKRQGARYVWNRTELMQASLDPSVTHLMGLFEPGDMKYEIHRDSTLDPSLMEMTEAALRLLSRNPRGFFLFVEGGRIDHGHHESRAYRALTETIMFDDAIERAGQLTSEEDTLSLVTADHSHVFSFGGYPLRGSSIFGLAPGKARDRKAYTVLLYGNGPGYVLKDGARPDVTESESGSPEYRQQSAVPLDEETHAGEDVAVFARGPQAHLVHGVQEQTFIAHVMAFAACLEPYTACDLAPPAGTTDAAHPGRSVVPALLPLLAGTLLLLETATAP
# PTK2B oligo ant – antagonists of human Pyk2 oligomerization; Q14289; Q293 cells, Pyk2 FERM NanoBiT luminescence; active compounds read low; z-score (the deposit names both 25 µM and 10 µM); hit rate 0.83% among 99,000;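 active = Z-score of -3 or lower, scaled per plate to the spread of control and sample wells; inactive = z-score above -3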;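 also: negative z-score means lost luminescence so less FERM oligomerization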
# Mac1 fbg enh – enhancers of human CD11b/CD18 binding to fibrinogen | P05107+P11215 | K562 CD11b/CD18 adhesion to fibrinogen, ATPlite luminescence | activation, % at 10 µM | hit rate 0.07% among 93,000 | AID 1499;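 active = 10 µM primary screen giving 50% or more activity, confirmed by 40% or more on retest at that dose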; also: strong numbers were not always called active; reference of the scale not given here
# MT1-MMP txn act – MT1-MMP promoter transcription activation; hit rate 0.16% among 86,000; activation factor at 10 µM; AID 750; HT1080 MT1-MMP promoter luciferase reporter, luminescence, overnight; active compounds read high;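 active = activation factor of at least 2 for MT1-MMP transcription at 10 µM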
# CYP2C9 inh – inhibitors of human CYP2C9 | P11712 | CYP2C9 Supersomes, luciferin-H conversion, luminescence | inhibition, % at 5 µM | hit rate 20% among 96,000 | AID 777;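 active = blocking of liver enzyme CYP2C9 beyond about 50% at 5 µM, limit read from the data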; also: values of inactives mirror those of a sister screen read the other way
# Target sequence (P11712 whole entry, looked up): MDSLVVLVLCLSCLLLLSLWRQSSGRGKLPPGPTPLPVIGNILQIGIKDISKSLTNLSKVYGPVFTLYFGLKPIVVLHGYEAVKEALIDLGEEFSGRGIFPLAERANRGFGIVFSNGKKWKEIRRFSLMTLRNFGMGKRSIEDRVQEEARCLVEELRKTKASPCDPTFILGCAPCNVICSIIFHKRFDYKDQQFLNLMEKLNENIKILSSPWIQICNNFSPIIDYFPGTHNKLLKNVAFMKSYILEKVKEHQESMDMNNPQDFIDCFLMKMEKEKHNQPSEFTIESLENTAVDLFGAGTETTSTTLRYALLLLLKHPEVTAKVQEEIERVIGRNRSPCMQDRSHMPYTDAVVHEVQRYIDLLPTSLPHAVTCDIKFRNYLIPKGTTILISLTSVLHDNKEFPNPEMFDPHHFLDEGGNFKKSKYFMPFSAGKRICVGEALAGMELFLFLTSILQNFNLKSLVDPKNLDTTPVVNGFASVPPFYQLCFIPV
# CYP2C19 activ – cytochrome P450 2C19 (human) activation. P33261. recombinant CYP2C19, luciferin-H EGE luminescence; active compounds read high; 0 = fully inhibited enzyme, 1 = untreated enzyme. activation factor at 5 µM. 96,000 tested, under 10 active. AID 1025;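 active = activation factor of at least 2 at 5 µM in the primary screen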;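 also: 0 = wells with 2.5 mM tranylcypromine and 1 = vehicle-only wells; values of inactives mirror those of a sister screen read the other way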
# Mac1 fbg inh – inhibitors of human CD11b/CD18 binding to fibrinogen | K562 CD11b/CD18 adhesion to fibrinogen, ATPlite luminescence; Mn2+ added to activate the integrin | inhibition, % at 10 µM | hit rate 0.54% among 93,000 | AID 1497;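 active = primary inhibition of 50% or more at 10 µM, then 40% or more on retest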; also: some results filed as inactive read as strong as hits
# CYP2C19 inhib – blocks human cytochrome P450 2C19; P33261; CYP2C19 Supersomes, luciferin-H EGE luminescence, 30 min; inhibition, % at 5 µM; hit rate 21% among 96,000; AID 778;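 active = CYP2C19 inhibition above a set limit at 5 µM in the primary screen, cut at about 50% in these data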;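 also: plate controls were negative control wells for no effect and 2.5 mM tranylcypromine positive control for full effect; values of inactives mirror those of a sister screen read the other way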
# CYP2C9 act – CYP2C9 (human) activation; P11712; recombinant CYP2C9, luciferin-H conversion, luminescence; active compounds read high; factor 1 = untreated enzyme, 0 = blocked; activation factor at 5 µM; hit rate 1.4% among 96,000;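 active = activation factor of 2 or more for CYP2C9 at a 5 µM dose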;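 also: 0 = sulfaphenazole-blocked wells and 1 = vehicle-only wells; values of inactives mirror those of a sister screen read the other way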
# Numbers without * were called inactive; . = no result given.
# Screens in order – CYP2C19 inhib	MT1-MMP txn act	CYP2C9 inh	Mac1 fbg enh	CYP2C19 activ	Mac1 fbg inh	PTK2B oligo ant	CYP2C9 act	PLAP act
1. CCNc1nc(NC(C)C)nc(OCCNS(=O)(=O)c2cc(C)ccc2C)n1
→ 49.9	1	-39.6	-0.8	0.5	-4.5	-0.37	1.4	1
2. COc1ccc(N(CC(=O)N2CCN(c3ccccc3)CC2)S(=O)(=O)c2c(C)noc2C)cc1
→ 64.7*	1.1	14.3	-0.6	0.4	-11.1	.	0.9	1.6
3. COc1cnc(N(C)C)nc1Sc1ccc(Cl)cc1
→ 3.4	1.2	7.2	-3.3	1	-1.8	0.47	0.9	1
4. O=C(Nc1cccc(Cl)c1)ON=C1c2ccccc2-c2ccccc21
→ 11.3	.	62.7*	0.9	0.9	-4.6	1.08	0.4	1.2
5. Cc1ccc(C)c(OCc2nnc(N)s2)c1
→ 30.5	.	-24.7	-0.6	0.7	-9.9	0.27	1.2	1
6. Cc1cc(C(=O)OCC(=O)Nc2cc(C)on2)c2ccccc2n1
→ 55.9*	1.2	21.2	-2.6	0.4	-4.3	-0.18	0.8	0.8
7. O=C(NCc1ccc2c(c1)OCO2)C1CCCN1C(=O)Nc1cccc(Cl)c1 (centres undefined)
→ 34.6	1.2	41.4	-2.8	0.7	4.4	0.38	0.6	1.2
8. CC(C)CNS(=O)(=O)c1ccc(S(=O)(=O)N2CCCN(Cc3ccccc3)C2)cc1
→ 50.0*	1.1	28.3	-0.8	0.5	11.4	4.52	0.7	1.1
9. O=C1CCCN1CCC1CCN(C(=S)Nc2ccc(F)cc2)CC1
→ -2.5	1.1	-3.1	-0.5	1	-29.2	0.24	1	1
10. CCOC(=O)NC(=O)CN1C(=O)NC(C)(c2ccccc2)C1=O (centres undefined)
→ -5.2	1.1	6.2	3.6	1.1	28.3	0.46	0.9	1.1
11. CCN(CCCNC(=O)CN1C(=O)COc2ccccc21)c1ccccc1
→ 38.9	1.1	27.4	1.9	0.6	-22.3	-0.96	0.7	1
12. COc1ccc(Oc2coc3c(CN(C)C)c(O)ccc3c2=O)cc1
→ -8.5	1.1	-6.2	5.2	1.1	-39.2	-0.62	1.1	0.9
13. O=C(N/N=C/c1ccc(Br)cc1)c1ccccc1-n1cccc1
→ 85.1*	1.2	53.9*	0.1	0.1	-1.9	-0.99	0.5	1
14. Cc1ccc(C(=O)Nc2ncnc3sc4c(c23)CCCCC4)cc1
→ 36.2	0.9	21.2	-0.6	0.6	-4.2	-1.37	0.8	1.2
15. CC(C)(C)c1ccccc1OCCOCCSc1ncccn1
→ -35.3	1	-17.5	-0.7	1.4	-1.6	-0.44	1.2	0.8
16. Cc1cccc(N2CCCn3c2nc2c3c(=O)n(CCN3CCOCC3)c(=O)n2C)c1
→ 11.9	1.2	23.5	11.1	0.9	25.6	-0.07	0.8	1.2
17. Cc1sc2ncnc(NCC(C)(C)N3CCOCC3)c2c1C
→ 21.7	.	4.5	-5.0	0.8	67.5*	1.23	1	1.1
18. CC(=O)N(Cc1cc(=O)[nH]c2ccccc12)c1cccc(C)c1
→ 23.1	1.2	9.4	33.1	0.8	-4.2	0.28	0.9	1.3
19. Cc1cc2cc(CNC(=O)CCC(=O)O)ccc2[nH]1
→ 4.1	1	5.8	-3.9	1	-12.2	0.01	0.9	1
20. CCOC(=O)c1ccc(NC(=O)Cn2nnc3ccccc32)cc1
→ -3.1	1.9	11.0	-3.0	1	10.4	0.19	0.9	0.9
21. Cc1nnc(NC(=O)c2cccc(Br)c2)s1
→ 12.5	1.2	18.0	2.4	0.9	-6.9	0.23	0.8	0.9
22. Cc1cc(C(=O)CSc2n[nH]c(-c3ccccc3F)n2)c(C)n1Cc1cccs1
→ 63.3*	1.2	91.6*	-6.5	0.4	65.2	0.89	0.1	1.5
23. Brc1ccccc1OCCCCCN1CCCC1
→ 9.8	.	-1.4	.	0.9	.	.	1	1
24. Cc1cc(=O)oc2cc(OCc3ccc(S(=O)(=O)N4CCOCC4)cc3)ccc12
→ -1.8	1.1	1.3	13.6	1	13.3	-0.31	1	0.9
25. O=C1C2C3C=CC(C3)C2C(=O)N1CN(Cc1ccccc1)CN1C(=O)C2C3C=CC(C3)C2C1=O (centres undefined)
→ 0.0	1.2	3.8	-0.2	1	-2.1	0.04	1	0.9
26. CCOC(=O)N1CCN(C(=O)CSc2nnc(CNC(=O)c3c(F)cccc3Cl)o2)CC1
→ -0.6	.	20.5	-1.9	1	6.7	0.74	0.8	0.9
27. Cn1c(=O)c2c(nc(CN3CCN(c4ccccc4)CC3)n2Cc2ccccc2F)n(C)c1=O
→ 12.3	1	4.4	-3.7	0.9	-6.3	.	1	1.6
28. O=C(CSc1nnc(-c2cccs2)n1CC1CCCO1)c1cc2ccccc2o1 (centres undefined)
→ 19.2	1.1	32.3	-0.8	0.8	-11.5	0.03	0.7	1.3
29. O=C(c1ccc(-n2cnnn2)cc1)N1CCOCC1
→ -18.9	1.1	-23.7	1.0	1.2	9.1	-0.68	1.2	1
30. CCCCn1c(=O)[nH]c(=O)c2c1nc(-c1ccc(-c3ccccc3Br)o1)n2CCOC
→ -6.3	1.1	47.6	52.6	1.1	7.9	-0.39	0.5	1
31. CCN(CC)CCNC(=O)C1CCC(=O)N1CCc1ccccc1 (centres undefined)
→ 5.1	0.9	0.7	.	0.9	.	1.49	1	1.1
32. Cc1nc2ccccc2n1CC(=O)N/N=C\C=C\c1ccccc1
→ 14.4	.	9.9	.	0.9	.	-0.03	0.9	1.5
33. Cc1cccc(-n2c(CNC(=O)c3ccccc3)nnc2SCC(=O)Nc2nccs2)c1
→ -14.0	1.1	7.3	-1.4	1.1	9.9	.	0.9	1.4
34. COc1ccc2ccccc2c1/C=N/O
→ 0.0	1	-6.4	-0.8	1	4.7	0.53	1.1	0.9
35. COC(=O)c1sccc1NC(=O)CN(C)NS(=O)(=O)c1ccc(Cl)cc1
→ 15.3	.	11.1	.	0.8	.	0.35	0.9	0.9
36. Cc1cc(-c2cccs2)c2c(n1)sc1c(=O)[nH]c(=O)[nH]c12
→ -22.4	1.2	0.2	-3.1	1.2	2.1	0.02	1	1
37. CCOC(=O)C(C)Sc1nc2ccccc2c(=O)n1CC1CCCCC1 (centres undefined)
→ 71.3*	1.1	78.8*	-1.9	0.3	9.3	-0.85	0.2	1.7
38. O=C(CCc1ccccc1)N1CCN(c2ccc(Cl)cc2)CC1
→ 50.4*	1.1	44.0	3.5	0.5	2.5	1.66	0.6	1.2
39. CCC(C)NC(=O)C1CCN(S(=O)(=O)CC)CC1 (centres undefined)
→ 1.5	1.1	3.0	-4.0	1	-5.8	-0.18	1	1
40. CCn1cc(C(=O)Nc2ccc(C(=O)N3CCCC3)cc2)c(=O)c2ccc(C)nc21
→ 6.8	1.1	2.0	1.3	0.9	17.0	.	1	1.5
41. CN(CC(=O)NCCc1ccc(Cl)cc1)S(=O)(=O)c1ccc2c(c1)c(=O)n(C)c(=O)n2C
→ 39.4	.	-11.7	6.7	0.6	4.1	.	1.1	1.6
42. COc1cc(C=O)ccc1OCc1c(C)noc1C
→ 84.7*	.	47.6	0.8	0.2	-41.0	0.73	0.5	0.9
43. CCCS(=O)(=O)N1CCN(C(=O)c2ccco2)CC1
→ 18.3	.	-4.3	0.3	0.8	1.1	-0.36	1	1
44. CNc1nc(SC)nc2ccsc12
→ 37.1	.	-129.9	-2.0	0.6	-10.3	-0.24	2.3*	1
45. Cc1cc(NC(=O)c2cccc(S(=O)(=O)N3CCCC3)c2)no1
→ 9.4	1.1	5.8	0.7	0.9	-35.9	1.17	0.9	1.1
46. CC(=O)c1sc(Nc2nc3ccc(F)cc3s2)nc1C
→ -2.1	1.5	35.1	-6.7	1	61.2	-1.3	0.6	2.3*
47. CC(NC(=O)c1cccs1)c1ccc2c(c1)OCO2 (centres undefined)
→ 91.9*	1.1	75.9*	-1.4	0.1	-5.2	-0.59	0.2	0.9
48. CCC(=O)Nc1cccc(C(=O)c2ccccc2)c1
→ 76.6*	1.3	-7.0	-6.2	0.2	4.4	-0.33	1.1	0.7
49. CCc1[nH]nc2c1C(c1ccc(Br)s1)C(C#N)=C(N)O2 (centres undefined)
→ 67.3*	1.1	66.2*	5.2	0.3	-31.2	0.02	0.3	1
50. CCOc1ccccc1C(=O)NC1CC2CCCC(C1)N2C1CC1 (centres undefined)
→ 22.0	1.2	69.0*	4.0	0.8	-10.6	-0.45	0.3	1.4
51. O=S(=O)(c1cccc(S(=O)(=O)N2CCCC2)c1)c1cccc(S(=O)(=O)N2CCCC2)c1
→ 46.5	1.1	37.9	5.0	0.5	-5.2	0.69	0.6	0.8
52. COc1cc2c(cc1OC)C(C(=O)Nc1ccc3c(c1)OCCO3)C(c1cccnc1)N(C)C2=O (centres undefined)
→ 3.3	1	54.1*	4.7	1	-5.1	-0.33	0.5	1.4
53. OCCNc1nc2ccccc2n1-c1ccccc1
→ 39.2	1.1	15.1	-3.3	0.6	10.0	0.25	0.8	1
54. COc1ccc(C)cc1-n1nnnc1SCC1CCCO1 (centres undefined)
→ 98.3*	.	55.3*	-0.9	0	-16.2	0.84	0.4	1.7
55. CCOCC(=O)Nc1cc(OC)c(Cl)cc1OC
→ 29.8	1.1	13.3	5.3	0.7	1.2	-0.01	0.9	0.9
56. COc1ccc(/C=N/n2c(=S)n(C)c3ccccc32)cc1OC
→ 14.5	1.1	33.2	-2.5	0.9	-2.7	2.95	0.7	1.4
57. O=C(CSc1nc(-c2ccc(F)cc2)cs1)N1CCc2ccccc21
→ 8.8	.	10.8	-2.0	0.9	-15.7	0.87	0.9	1.1
58. CCCCCSc1nc2c(cnn2-c2ccccc2)c(=O)[nH]1
→ -2.2	1.2	19.1	-3.9	1	-10.2	-0.66	0.8	0.9
59. Cc1ccc(C2=N/C(=C/c3cccs3)C(=O)N2Nc2ccccc2)cc1
→ -3.1	1	12.4	-0.9	1	3.6	-1.59	0.9	0.8
60. COc1ccccc1OCC(=O)OCC(=O)NCCN1C(=O)CSC1=O
→ -12.4	1.1	-16.3	-2.3	1.1	-9.9	1.58	1.2	1.1

# Additional records.
# Screens in order – CYP2C19 inhib	MT1-MMP txn act	CYP2C9 inh	Mac1 fbg enh	CYP2C19 activ	Mac1 fbg inh	PTK2B oligo ant	CYP2C9 act	PLAP act
61. CCN(CC)CCOC(=O)c1cccc(OC)c1
→ 3.8	1.1	-22.7	2.9	1	-23.7	0.59	1.2	1
62. Cc1ccc(S(=O)(=O)N(C)CCCC(=O)Nc2ccncc2)cc1
→ 98.6*	1.1	96.5*	-3.3	0	28.0	.	0	0.7
63. Cc1ccc2nc(Cl)c(CN(Cc3cccs3)C(=O)C3CC3)cc2c1
→ 0.8	.	16.9	-1.4	1	-3.9	-3	0.8	1
64. O=C(O)CCc1ccc(-c2ccccc2)n1CC1CCCO1 (centres undefined)
→ 64.2*	1.1	2.7	2.7	0.4	11.8	0.14	1	1.4
65. CCN(CCC(=O)Nc1ccc(Br)c(C)c1)Cc1ccccc1
→ 37.6	1.1	64.1*	-4.0	0.6	0.5	0.33	0.4	1.6
66. CCCC(NS(=O)(=O)c1ccc(OC)cc1)C(=O)O (centres undefined)
→ -12.7	1	12.5	-2.9	1.1	-2.2	1	0.9	0.9
67. O=C(NC1CCCC1)C(c1cccs1)N(C(=O)c1ccco1)c1ccc2c(c1)OCCO2 (centres undefined)
→ 80.4*	1.1	77.7*	4.0	0.2	-4.2	-0.85	0.2	1.1
68. Cc1ccc(S(=O)(=O)Nc2cc(C(C)C)c(O)cc2C)cc1
→ 83.8*	1.1	35.8	3.0	0.2	-21.5	-0.51	0.6	1
